CCHFV vOTU inh – blocks the CCHF virus ovarian tumor domain protease. CCHFV vOTU protease, Pep-AMC fluorescence. inhibition, % at 11.5 µM. 370,000 compounds, 0.55% hits. AID 651958; note: 0% = vehicle wells with enzyme and 100% = no enzyme wells
Mtb UGM inh – Mtb UDP-galactopyranose mutase inhibition; purified UGM, fluorescence polarization probe displacement; inhibition, % at 10 µM; 320,000 compounds, 0.06% hits; in the data active = inhibition above about 10%, passing the limit was not always enough; inconclusive = no clear call, values can overlap the other calls
Target sequence (P9WIQ1 whole entry, looked up): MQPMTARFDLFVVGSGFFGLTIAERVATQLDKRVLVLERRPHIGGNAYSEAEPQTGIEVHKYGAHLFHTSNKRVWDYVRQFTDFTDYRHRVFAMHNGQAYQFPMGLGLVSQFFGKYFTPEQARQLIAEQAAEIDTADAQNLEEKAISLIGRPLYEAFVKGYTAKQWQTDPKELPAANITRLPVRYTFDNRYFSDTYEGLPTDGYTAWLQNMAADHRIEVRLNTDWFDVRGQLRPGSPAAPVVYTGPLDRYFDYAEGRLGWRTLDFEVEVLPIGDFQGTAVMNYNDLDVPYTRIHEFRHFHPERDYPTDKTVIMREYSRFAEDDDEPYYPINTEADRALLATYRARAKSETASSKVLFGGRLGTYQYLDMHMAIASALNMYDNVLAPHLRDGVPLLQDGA
FadD28 binding – inhibitors of Mycobacterium tuberculosis FadD28 bisubstrate binding; inhibition, % at 12.5 µM; AID 588549; FadD28 bisubstrate probe binding, fluorescence polarization; 360,000 compounds, 0.22% hits; in the data active = inhibition above about 8.5%, passing the limit was not always enough; inconclusive = no clear call, values can overlap the other calls
Mtb BioA inh – BioA (M. tuberculosis) enzyme inhibition; purified M. tuberculosis BioA enzyme, plate reader; inhibition, % at 9.99 µM; 360,000 compounds, 0.096% hits; in the data active = inhibition above about 40%; inconclusive = no clear call, values can overlap the other calls
GDH-TPI inh – inhibits GDH-TPI coupling enzymes, artifact for Mtb FBA screen | inhibition, % at 4.8 µM | GDH-TPI coupled enzyme counterscreen, NADH absorbance | 360,000 compounds, 1.2% hits;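 note: 0% = DMSO wells and 100% = wells lacking the enzyme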
Mtb FBA inh – Mtb fructose-bisphosphate aldolase inhibition. P9WQA3. purified M. tuberculosis FBA, fluorescence read-out. inhibition, % at 1 µM. 360,000 compounds, 2.3% hits; in the data active = inhibition above about 27%;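 note: 0% = vehicle and 100% = reference inhibitor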
Target sequence (P9WQA3 whole entry, looked up): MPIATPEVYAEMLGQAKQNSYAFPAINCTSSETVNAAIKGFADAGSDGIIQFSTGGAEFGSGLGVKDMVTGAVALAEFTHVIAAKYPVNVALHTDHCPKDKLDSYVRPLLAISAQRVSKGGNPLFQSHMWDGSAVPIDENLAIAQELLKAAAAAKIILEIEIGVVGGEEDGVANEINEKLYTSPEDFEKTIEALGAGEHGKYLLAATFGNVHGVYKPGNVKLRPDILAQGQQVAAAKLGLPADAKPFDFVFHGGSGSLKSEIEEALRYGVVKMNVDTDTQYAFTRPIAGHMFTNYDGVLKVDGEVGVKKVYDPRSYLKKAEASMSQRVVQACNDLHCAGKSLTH
BoNT A protease – inhibitors of Botulinum neurotoxin A light chain protease. multiplex microsphere protease substrate cleavage, flow cytometry. AID 588499. inhibition, % at 10 µM. 360,000 compounds, 0.17% hits; in the data active = inhibition above about 30%; inconclusive = no clear call, values can overlap the other calls; note: plate controls were buffer without enzyme for full effect and enzyme alone for no effect
PrPC TRFRET – cell surface PrPC inhibition, primary TR-FRET screen | P04156 | TR-FRET read-out | inhibition, % at 13.8 µM | 370,000 compounds, 0.43% hits | AID 720596; in the data active = inhibition above about 24%; note: 0% = median of the test wells and 100% = reference compound wells
BoNT F protease – blocks Botulinum neurotoxin F light chain protease. 360,000 compounds, 0.22% hits. inhibition, % at 10 µM. Multiplex microsphere protease cleavage assay, flow cytometry; in the data active = inhibition above about 35%, passing the limit was not always enough; inconclusive = no clear call, values can overlap the other calls; note: plate controls were buffer without enzyme for full effect and enzyme alone for no effect
The depositor's hits bear a star; ? = inconclusive; nt = no result given. Cut-off read from the data, not from the text of the source, unless noted: active = inhibition above about 30%; inactive = the rest.

SMILES	CCHFV vOTU inh	Mtb UGM inh	FadD28 binding	Mtb BioA inh	GDH-TPI inh	Mtb FBA inh	BoNT A protease	PrPC TRFRET	BoNT F protease
CCO[C@H]1OC(C(=O)N2CCOCC2)=C[C@@H](c2coc3ccccc3c2=O)[C@@H]1CCCO	-6	1.4	0.5	-0.3	5	-1	-0.1	-3	0
COc1ccc(C(CNC(=O)c2cc3ccccc3cc2O)N2CCOCC2)cc1 (configuration not stated)	-12	1.0	-2.1	3.7	8	4	nt	-7	nt
CCOC(CNC(=O)c1[nH]c(C(F)(F)F)nc1-c1ccccc1)OCC	-1	nt	0.2	0.1	nt	2	-1.5	-3	-11
COc1ccc(CCNC(=O)c2ccccc2NS(=O)(=O)c2c(F)cccc2F)cc1	10	1.1	?	0.3	1	8	-1.6	-3	5
Cc1ccc(C(=O)COC(=O)c2cn(-c3ccccc3)nc2-c2ccccc2)cc1[N+](=O)[O-]	-13	1.6	-3.1	nt	6	-1	0.6	-3	-4
CCOc1ccc(C(=O)CN2C(=O)NC3(CCCc4ccccc43)C2=O)cc1 (configuration not stated)	9	nt	-0.2	-0.5	12	0	0.1	-28	2
Cc1ccsc1/C=C/C1=Cc2c(sc(NC(=O)CSc3n[nH]c(N)n3)c2C#N)C(C)(C)C1	12	0.6	-1.9	-2.0	2	-4	44*	-2	24
COc1ccc(-c2nc3ccc(Cl)cn3c2Cc2ccsc2)cc1OC	6	nt	-13	5.5	nt	8	28	7	-16
CC(=O)C12C3C4C(C5C1C3C5(Br)C41OCCO1)C21OCCO1 (configuration not stated)	-4	-2.1	-4.8	nt	4	-1	-0.8	-2	-3
Cc1ccc(N2CCCCn3c2nc2c3c(=O)[nH]c(=O)n2C)cc1	-4	1.7	-1.1	3.3	5	-1	-0.6	10	-4
CCn1c(SCC(=O)Nc2ccc(NC(C)=O)cc2)nc2c([nH]c3ccccc32)c1=O	-4	1.1	-1.4	-1.7	3	1	-4.1	0	-7
O=C(Nc1nc2c(s1)CN(Cc1ccccc1)CC2)C1CCCC1	-7	-0.7	-5.2	nt	11	9	14	-2	-7
COc1ccc(S(=O)(=O)N2c3ccccc3OCC2CC(=O)O)cc1 (configuration not stated)	-3	1.1	-1.2	nt	0	-3	-2.6	-1	0
O=C(Nc1ccc2c(c1)OCCO2)C(C1CC1)N1CCN(C/C=C/c2ccccc2)CC1 (configuration not stated)	-2	nt	-3.2	-1.9	nt	0	0.3	-4	0
NS(=O)(=O)c1ccc(CCNC(=O)c2cc(-c3ccccc3)nc3ccccc23)cc1	-7	0.6	-3.4	2.6	7	2	-0.3	-9	-3
COc1cccc(C2SCC(=O)N2c2ccc(C)cc2)c1OC (configuration not stated)	21	-2.2	-0.8	6.7	-3	0	-0.1	7	-1
O=C(COC(=O)C(Cc1ccccc1)NC(=O)c1ccc(Cl)cc1)c1ccc(Cl)cc1 (configuration not stated)	-1	1.5	-0.4	nt	-1	0	0.7	-6	-3
CN(C)c1ccc(C2SCCN2C(=O)c2ccc([N+](=O)[O-])cc2)cc1 (configuration not stated)	24	2.2	0.7	nt	12	3	-0.4	-19	-3
C#CCN(N(C)c1ncc(C(F)(F)F)cc1Cl)S(=O)(=O)c1ccc2ccccc2c1	-2	-2.1	0.5	-1.3	-1	4	0.6	5	-4
CCCCc1ccc(S(=O)(=O)NC2CCS(=O)(=O)C2)cc1 (configuration not stated)	-13	-0.1	-3.6	nt	9	0	-2.7	9	?
CCSc1nnc(Cn2c(=O)sc3ccccc32)n1-c1ccccc1C	8	1.7	0.7	-3.2	4	4	0.1	1	2
CCn1c2ccccc2c2cc(NC(=O)c3ccc(=O)oc3)ccc21	-7	0.3	3.3	12	19	23	1.1	-4	2
COCCNC(=S)N(CCc1c(C)[nH]c2ccc(OC)cc12)Cc1cccnc1	-12	4.5	nt	-1.9	16	-1	-0.9	-2	-2
Cc1cccnc1Nc1nc(-c2ccc(O)cc2)cs1	8	5.1	2.2	0.4	0	1	0.6	-7	2
CCOc1ccc(N2Nc3n[nH]c(N)c3N2)cc1	-4	2.9	-2.2	-5.6	22	-5	0.3	-15	-13

Rewritten with two lines to a compound: part of the list above.
Values run as follows: CCHFV vOTU inh | Mtb UGM inh | FadD28 binding | Mtb BioA inh | GDH-TPI inh | Mtb FBA inh | BoNT A protease | PrPC TRFRET | BoNT F protease
> CCO[C@H]1OC(C(=O)N2CCOCC2)=C[C@@H](c2coc3ccccc3c2=O)[C@@H]1CCCO
→ -6 | 1.4 | 0.5 | -0.3 | 5 | -1 | -0.1 | -3 | 0
> COc1ccc(C(CNC(=O)c2cc3ccccc3cc2O)N2CCOCC2)cc1 (configuration not stated)
→ -12 | 1.0 | -2.1 | 3.7 | 8 | 4 | nt | -7 | nt
> CCOC(CNC(=O)c1[nH]c(C(F)(F)F)nc1-c1ccccc1)OCC
→ -1 | nt | 0.2 | 0.1 | nt | 2 | -1.5 | -3 | -11
> COc1ccc(CCNC(=O)c2ccccc2NS(=O)(=O)c2c(F)cccc2F)cc1
→ 10 | 1.1 | ? | 0.3 | 1 | 8 | -1.6 | -3 | 5
> Cc1ccc(C(=O)COC(=O)c2cn(-c3ccccc3)nc2-c2ccccc2)cc1[N+](=O)[O-]
→ -13 | 1.6 | -3.1 | nt | 6 | -1 | 0.6 | -3 | -4
> CCOc1ccc(C(=O)CN2C(=O)NC3(CCCc4ccccc43)C2=O)cc1 (configuration not stated)
→ 9 | nt | -0.2 | -0.5 | 12 | 0 | 0.1 | -28 | 2
> Cc1ccsc1/C=C/C1=Cc2c(sc(NC(=O)CSc3n[nH]c(N)n3)c2C#N)C(C)(C)C1
→ 12 | 0.6 | -1.9 | -2.0 | 2 | -4 | 44* | -2 | 24
> COc1ccc(-c2nc3ccc(Cl)cn3c2Cc2ccsc2)cc1OC
→ 6 | nt | -13 | 5.5 | nt | 8 | 28 | 7 | -16
> CC(=O)C12C3C4C(C5C1C3C5(Br)C41OCCO1)C21OCCO1 (configuration not stated)
→ -4 | -2.1 | -4.8 | nt | 4 | -1 | -0.8 | -2 | -3
> Cc1ccc(N2CCCCn3c2nc2c3c(=O)[nH]c(=O)n2C)cc1
→ -4 | 1.7 | -1.1 | 3.3 | 5 | -1 | -0.6 | 10 | -4
> CCn1c(SCC(=O)Nc2ccc(NC(C)=O)cc2)nc2c([nH]c3ccccc32)c1=O
→ -4 | 1.1 | -1.4 | -1.7 | 3 | 1 | -4.1 | 0 | -7
> O=C(Nc1nc2c(s1)CN(Cc1ccccc1)CC2)C1CCCC1
→ -7 | -0.7 | -5.2 | nt | 11 | 9 | 14 | -2 | -7
> COc1ccc(S(=O)(=O)N2c3ccccc3OCC2CC(=O)O)cc1 (configuration not stated)
→ -3 | 1.1 | -1.2 | nt | 0 | -3 | -2.6 | -1 | 0

(more compounds)
SMILES	CCHFV vOTU inh	Mtb UGM inh	FadD28 binding	Mtb BioA inh	GDH-TPI inh	Mtb FBA inh	BoNT A protease	PrPC TRFRET	BoNT F protease
Cc1cc(Br)cn2c(Cc3cccc(F)c3)c(-c3cccc(Br)c3)nc12	7	nt	-6.8	1.0	nt	-2	1.1	-1	6
CCCCS(=O)(=O)Nc1ccc(C(=O)NCC2CCCO2)cc1 (configuration not stated)	-7	0.9	-1.7	1.1	2	3	1.4	7	0
CC(=O)Nc1ccc(S(=O)(=O)NC2(C(F)(F)F)C(=O)NC(C)=C2C#N)cc1 (configuration not stated)	0	0.6	0.6	nt	-1	1	-0.5	7	-2
COC(=O)CNC(=O)CNC(=O)c1nn(-c2ccc(OC)c(Cl)c2)c(=O)c2ccccc12	21	-0.3	-5.8	1.5	3	-1	-0.6	-7	-24
CCCN1CCN(CCCNC(=O)Cn2nc(-c3ccc(C)cc3)ccc2=O)CC1	-18	-1.9	-1.7	-1.4	1	3	0.2	-12	-3
Cc1ccc(O)c(NC(=S)NC(=O)Cc2ccc(Cl)cc2)c1	-5	-0.5	-0.8	-1.4	20	-1	-4.1	10	10
CCCCOc1ccc(C(=O)N(Cc2ccco2)C2CCS(=O)(=O)C2)cc1 (configuration not stated)	nt	2.9	-2.3	2.5	-2	0	-0.2	nt	-4
CCO[C@@H]1OC(C(N)=O)=C[C@H](c2ccc(Br)cc2)[C@H]1CCCO	-13	1.9	-4.7	0.2	-4	-2	-0.3	-4	8
Cn1c(SCC(=O)N(C2CCCCC2)C2CCCCC2)nnc1-c1cccs1	-14	-0.8	-4.1	1.3	-5	-2	0.2	3	-2
Cc1nn(-c2ccccc2)c(-n2cccc2)c1C(=O)O	-12	3.6	-1.6	-1.6	10	3	1.9	1	15
CCOc1ccc(NC(=O)CCN2C(=S)NC(C)(C)CC2C)cc1 (configuration not stated)	5	-0.3	-4.4	nt	-6	1	0.1	9	2
S=c1[nH]nc(-c2cccc(Cl)c2)n1Cc1ccccc1	-7	-2.7	-0.7	nt	3	3	-0.2	1	8
Cc1cc(NC(=O)c2ccco2)ccc1NC(=O)Cc1cccs1	7	0.1	0.8	1.2	6	-2	-0.8	0	-7
COCCNC(=O)C1(C)CCCN(Cc2cc(C)ccc2C)C1 (configuration not stated)	-8	nt	-1.1	0.3	14	1	-0.1	1	-6
Cc1nc(SCC(=O)NC(C)(C)C)c2c(-c3cccs3)csc2n1	3	-4.6	-2.2	nt	6	-6	-0.2	-6	-4
c1csc(CNc2ncnc3ccc(-c4ccc5c(c4)OCCO5)cc23)c1	-4	-4.5	-9.6	-0.7	16	11	0.3	0	-4
O=C(O)COc1ccccc1/C=N/NC(=O)CSc1nc2ccccc2c(=O)n1-c1ccccc1	5	3.7	-1.2	-0.3	10	5	-0.7	-10	3
CNC(=S)N/N=C/c1c2ccccc2c(Cl)c2ccccc12	-1	-0.7	-2.6	5.5	-5	-1	16	-2	1
CC[n+]1c(C)n(C)c2cc(S(=O)(=O)N(C)C)ccc21	12	-2.8	3.0	nt	1	-3	-0.3	5	-5
COc1cc(/C=C2\COC/C(=C\c3ccc(O)c(OC)c3)C2=O)ccc1O	19	-1.5	0.6	1.6	30	-11	3.9	0	?
COc1ccc(CCNC(=O)C2CCCN(S(=O)(=O)N3CCCCCC3)C2)cc1OC (configuration not stated)	2	-0.4	1.6	-1.5	2	0	-1.9	-1	-7
COc1ccccc1NC(=O)c1ccc(NC(=O)CSc2nnnn2C)cc1	13	-2.1	-5.0	-2.2	2	1	1.0	-5	?
O=C(NC12CC3CC(CC(C3)C1)C2)c1ccc(Br)o1	-9	-0.8	-2.8	1.6	-5	-2	-3.4	-3	-15
COc1ccc(NCc2nnc(SCC(=O)Nc3cc(C(F)(F)F)ccc3Cl)o2)cc1	0	0.0	-4.1	nt	3	-1	-0.4	1	-3
CCOC(=O)C1CCN(C(=O)c2cc3c(OC)c(OC)c(OC)cc3[nH]2)CC1	-4	0.5	1.9	-3.3	3	10	1.1	4	-6
SMILES	CCHFV vOTU inh	Mtb UGM inh	FadD28 binding	Mtb BioA inh	GDH-TPI inh	Mtb FBA inh	BoNT A protease	PrPC TRFRET	BoNT F protease
CCCC(O)(CCC)C(=O)NN(C(=O)CCl)c1ccccc1	17	0.7	-0.4	nt	-2	-1	-0.4	0	-2
O=C(Nc1ccc(-c2nc3ccccc3[nH]2)cc1)c1ccc2c(c1)OCO2	36*	-0.9	-2.4	-1.1	21	10	-0.5	7	-10
O=C(CSc1nnc(-c2ccc(Cl)cc2Cl)n1C1CCCCC1)N1CCCC1	12	-1.6	-0.8	3.9	-2	0	-0.9	14	-4
C/C(=N/NC(=O)c1ccc(NC(=O)c2ccc(F)cc2)cc1)c1ccccc1	14	2.9	-1.3	-5.6	12	-3	1.0	2	22
CCOC(=O)c1c(NC(=O)CSc2nnnn2-c2ccc3c(c2)OCO3)sc(C)c1C	-1	1.2	-4.5	1.2	2	2	-0.7	8	-4
CCN(CC)CCC(=O)N1c2ccccc2CCc2ccc(NC(=O)OC(C)C)cc21	-13	0.1	-6.0	0.0	-10	-1	-1.6	2	-22

Source: PubChem BioAssay
